Assay outcomes from PubChem BioAssay.
BoNT A protease: inhibitors of Botulinum neurotoxin A light chain protease; multiplex microsphere protease substrate cleavage, flow cytometry; inhibition, % at 10 µM; 360,000 compounds, 0.17% hits; AID 588499; note: plate controls were buffer without enzyme for full effect and enzyme alone for no effect
Mtb FBA inh: Mtb fructose-bisphosphate aldolase inhibition; P9WQA3; purified M. tuberculosis FBA, fluorescence read-out; inhibition, % at 1 µM; 360,000 compounds, 2.3% hits; AID 588726; in the data active = inhibition above about 27%;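 note: 0% = vehicle and 100% = reference inhibitor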
Target sequence (P9WQA3 whole entry, looked up): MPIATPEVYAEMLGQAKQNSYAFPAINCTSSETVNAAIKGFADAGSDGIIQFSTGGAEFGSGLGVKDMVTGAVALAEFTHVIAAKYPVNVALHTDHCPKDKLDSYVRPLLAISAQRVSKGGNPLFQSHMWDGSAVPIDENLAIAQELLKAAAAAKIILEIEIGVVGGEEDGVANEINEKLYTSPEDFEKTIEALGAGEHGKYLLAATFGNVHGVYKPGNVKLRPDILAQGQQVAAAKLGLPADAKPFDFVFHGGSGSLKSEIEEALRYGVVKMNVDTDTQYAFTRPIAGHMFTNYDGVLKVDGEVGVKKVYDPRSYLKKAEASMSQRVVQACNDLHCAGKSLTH
FadD28 binding: blocks FadD28 binding to the bisubstrate probe; inhibition, % at 12.5 µM; 360,000 compounds, 0.22% hits; AID 588549; fluorescence polarization; in the data active = inhibition above about 8.5%, passing the limit was not always enough; inconclusive = no clear call, values can overlap the other calls
Mtb UGM inh: Mtb UDP-galactopyranose mutase inhibition | P9WIQ1 | purified UGM, fluorescence polarization probe displacement | inhibition, % at 10 µM | 320,000 compounds, 0.06% hits; in the data active = inhibition above about 10%, passing the limit was not always enough; inconclusive = no clear call, values can overlap the other calls
Target sequence (P9WIQ1 whole entry, looked up): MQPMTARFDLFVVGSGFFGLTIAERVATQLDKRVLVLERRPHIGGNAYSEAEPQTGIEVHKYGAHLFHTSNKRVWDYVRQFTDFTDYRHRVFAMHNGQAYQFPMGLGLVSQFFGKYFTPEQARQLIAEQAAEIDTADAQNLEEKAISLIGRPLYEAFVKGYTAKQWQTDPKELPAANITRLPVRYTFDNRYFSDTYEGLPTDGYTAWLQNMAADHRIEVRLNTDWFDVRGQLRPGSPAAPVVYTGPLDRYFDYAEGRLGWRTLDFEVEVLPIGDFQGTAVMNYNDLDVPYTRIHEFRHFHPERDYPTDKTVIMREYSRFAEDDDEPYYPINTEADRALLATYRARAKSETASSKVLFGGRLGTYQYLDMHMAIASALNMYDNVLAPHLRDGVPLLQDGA
GDH-TPI inh: counter-screen for M. tuberculosis FBA inhibitors: GDH-TPI coupled enzymes; 360,000 compounds, 1.2% hits; inhibition, % at 4.8 µM; GDH-TPI coupled enzyme counterscreen, NADH absorbance; in the data active = inhibition above about 30%;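 note: 0% = DMSO wells and 100% = wells lacking the enzyme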
BioA inh: blocks M. tuberculosis BioA enzyme activity. purified M. tuberculosis BioA enzyme, plate reader. inhibition, % at 9.99 µM. 360,000 compounds, 0.096% hits; in the data active = inhibition above about 40%; inconclusive = no clear call, values can overlap the other calls
BoNT-F LC inh: BoNT F light chain protease inhibition; 360,000 compounds, 0.22% hits; Multiplex microsphere protease cleavage assay, flow cytometry; inhibition, % at 10 µM; AID 588497; in the data active = inhibition above about 35%, passing the limit was not always enough; inconclusive = no clear call, values can overlap the other calls; note: plate controls were buffer without enzyme for full effect and enzyme alone for no effect
PfHsp40 yeast: compounds rescuing yeast from Plasmodium falciparum HSP40 toxicity | 340,000 compounds, 0.68% hits | S. cerevisiae expressing PfHsp40, growth rescue, ATP luminescence | AID 504582 | growth rescue, % at 12.5 µM; in the data active = growth rescue above about 28%, passing the limit was not always enough; inconclusive = no clear call, values can overlap the other calls;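 note: yeast W303a lacking pdr1 and pdr3 grown in galactose medium; growth measured after three days at 30 °C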
Anthrax LF prot: inhibitors of Bacillus anthracis lethal factor protease | 360,000 compounds, 0.12% hits | inhibition, % at 10 µM | multiplex microsphere protease cleavage assay, LF | AID 588501; note: plate controls were buffer without enzyme for full effect and enzyme alone for no effect
Active calls of the source: *; ? = inconclusive; nt = no result given. Cut-off read from the data, not from the text of the source, unless noted: active = inhibition above about 30%; inconclusive = no clear call, values can overlap the other calls; inactive = below that. No enrichment for hits; overall some 4.7% were active at least once.

SMILES | BoNT A protease | Mtb FBA inh | FadD28 binding | Mtb UGM inh | GDH-TPI inh | BioA inh | BoNT-F LC inh | PfHsp40 yeast | Anthrax LF prot
O=C(Nc1ccc2c(c1)OCCO2)C1CCCN(S(=O)(=O)c2cccnc2)C1 (stereo unspecified) | -0.3 | 0 | -3.6 | 0.5 | -8 | 2.3 | -2 | -0.1 | -14
CCOC(=O)c1c(NC(=O)c2cc(-c3cccc(O)c3)on2)sc(C(C)=O)c1C | -0.5 | 0 | -5.5 | -2.3 | 4 | 0.4 | -6 | -0.6 | -8
C=CCNC(=O)c1c(N)n(-c2ccc3c(c2)OCO3)c2nc3ccccc3nc12 | 1.3 | 0 | -1.3 | -1.2 | 15 | -0.8 | 6 | -0.9 | 0
COC(=O)c1ccc(-n2cnc3ccccc32)nc1 | 0.2 | 1 | -2.5 | 4.8 | 3 | nt | -1 | -0.6 | 1
O=C1CN(C(=O)CCN2CCOCC2)C(c2ccccc2)c2cc(Br)ccc2N1 (stereo unspecified) | -0.6 | 1 | -0.7 | 0.0 | 5 | -0.6 | 7 | -1.9 | -3
CC(C)(C)CN1CCNC(=O)C1CC(=O)NCCc1ccccc1F (stereo unspecified) | 1.4 | 1 | -2.3 | 1.4 | -5 | 1.9 | -7 | 1.0 | -5
O=C(CSc1nc2scc(-c3ccccc3)c2c(=O)[nH]1)NCCc1ccccc1 | 2.7 | 0 | -1.7 | 1.1 | 3 | -0.9 | 6 | 0.5 | 0
O=C(CSc1ccc(C(F)(F)F)cc1[N+](=O)[O-])NCCOc1ccccc1 | 2.0 | 3 | 4.8 | 2.1 | 5 | nt | 20 | 0.1 | 0
Cc1cc2c(cc(C(=O)NCc3cccnc3)n2Cc2ccc(Cl)cc2)o1 | -0.2 | 0 | -2.5 | -1.1 | 14 | 1.2 | -1 | -1.0 | -3
CCCC1(CCC)NC(=O)N(CC(=O)N2CCc3ccccc32)C1=O | 2.5 | 0 | -0.4 | 0.2 | 0 | 0.6 | 4 | -0.5 | -3
O=c1[nH]cnc2c1C(c1ccccc1)c1c(nc[nH]c1=O)O2 | 1.1 | 0 | -1.1 | nt | 9 | nt | 5 | -2.9 | 28
CCN(CC)c1ccc(C(=O)OCC(=O)NC2CCCCC2C)cc1 (stereo unspecified) | -0.5 | 6 | 0.2 | 0.9 | 11 | -1.0 | 3 | 0.4 | -2
Cc1ccc(NC(=O)CSc2nnc(NC(=O)C3CC3)s2)cc1C | -1.1 | -1 | -0.4 | 0.6 | -1 | 10 | -2 | -1.7 | -1
COc1ccc(-c2csc(NC(=O)CN3C(=O)C4CC=CCC4C3=O)n2)cc1 (stereo unspecified) | -0.1 | -2 | -3.1 | -1.7 | 1 | -0.6 | -4 | -0.1 | 6
CC1CN(c2ccc(C(F)(F)F)cc2[N+](=O)[O-])CCN1S(C)(=O)=O (stereo unspecified) | 1.9 | -2 | -1.2 | 0.5 | -4 | 1.9 | 14 | -0.8 | -1
COc1ccc(C(C)=O)cc1CN1C(=O)C(C)N(c2ccc(C)cc2)C1=O (stereo unspecified) | ? | 1 | -4.6 | -1.1 | -4 | 7.5 | 5 | 0.3 | -7
CC(O/N=C(\N)c1ccccc1)C(=O)Nc1cccc(C(F)(F)F)c1 (stereo unspecified) | -0.5 | -2 | -4.5 | -0.9 | -15 | 0.8 | -4 | 3.6 | -2
Cc1cc(-n2cccn2)ccc1CN1CCN(CC(C)C)C(CCO)C1 (stereo unspecified) | 1.0 | 0 | -2.4 | 2.8 | 5 | 1.0 | 2 | 2.4 | -9
CC(=O)c1c(C)[nH]c(C(=O)OCc2ccc(Br)cc2)c1C | -0.3 | 3 | -2.8 | 0.6 | 7 | nt | -5 | -0.6 | -1
CC(=O)Nc1ccc(S(=O)(=O)Nn2cnnc2)cc1 | 1.1 | 1 | 1.0 | -0.4 | 6 | nt | 9 | 0.0 | 0
CC(C)CC1(C(=O)O)NC(c2ccccc2O)C2C(=O)N(C(C)C)C(=O)C21 (stereo unspecified) | -0.1 | 0 | -1.7 | 0.5 | 4 | 0.5 | -9 | -1.4 | -5
CN1CCCN(S(=O)(=O)c2cccc(Cl)c2Cl)CC1 | -1.1 | 1 | -0.1 | 3.9 | 1 | 0.4 | -9 | -0.4 | -5
CCOCCCN1CC(=O)N2[C@@H](Cc3c([nH]c4ccccc34)C2(C)C)C1=O | -0.3 | 0 | 0.1 | -2.4 | 1 | -1.3 | -3 | -1.9 | 4
COc1ccc2c(c1)C(C)=CC(C)(C)N2C(=O)C(C)N1C(=O)c2ccccc2C1=O (stereo unspecified) | ? | 0 | -1.0 | -0.4 | 5 | -0.8 | -9 | -0.2 | 5
CC(C)Oc1cccc(C(=O)N/N=C/c2ccoc2)c1 | -0.2 | 3 | -0.3 | 0.8 | 4 | 17 | 6 | -0.1 | -5
CS(=O)(=O)NN1C(=O)c2ccccc2NC1c1ccccc1F (stereo unspecified) | -3.1 | 16 | -0.4 | -1.8 | -4 | -4.4 | -10 | 0.8 | 0
Cc1nc2nc(Cc3ccccc3)nn2c(C)c1Cl | 2.7 | 1 | -1.5 | -1.1 | 9 | 0.9 | 3 | -0.4 | -3
COc1ccc(N=C(C)C2C(=O)c3ccccc3C2=O)cc1 | -0.6 | -1 | -1.8 | nt | nt | nt | 3 | nt | -7
CCN1C(=O)C2C(C1=O)N1C(c3cccs3)C3C(=O)N(CC)C(=O)C3N1C2c1cccs1 (stereo unspecified) | 0.2 | 0 | -2.5 | -0.5 | 4 | -1.6 | 11 | 0.5 | -7
COc1ccc(N2CCc3c(C)nc4c(OC)cc(OC)cc4c32)c(OC)c1 | 0.8 | 2 | -3.1 | -3.0 | 0 | 19 | -19 | 0.0 | -11
Cc1cccc(C2c3[nH]c4ccccc4c3CCN2C(=O)c2cc(CC(C)C)nc(C)n2)n1 (stereo unspecified) | -0.4 | -1 | -5.3 | 1.2 | 4 | nt | -2 | 1.4 | -7
CN(Cc1ccco1)c1ncnc2ccc(-c3ccc4c(c3)OCO4)cc12 | -0.7 | -1 | -1.3 | 0.2 | 3 | 1.8 | -6 | 0.5 | 4
Cc1ccc(-c2nn(CC(=O)NC(C)c3ccccc3)c(=O)c3ccccc23)cc1 (stereo unspecified) | -0.6 | 0 | -3.3 | -0.5 | -2 | -1.5 | -10 | -0.8 | 1
O=C(CC1CC2CCC1C2)N1CCN(S(=O)(=O)c2ccc(F)cc2)CC1 (stereo unspecified) | 0.1 | -2 | -2.2 | nt | 6 | -0.7 | 1 | nt | 2
CCN(CC(=O)Nc1ccccc1OC)C(=O)CCc1ccccc1 | 1.2 | -1 | nt | 0.0 | 4 | -1.5 | 4 | -0.4 | 3
OCC1(Cc2cccc(F)c2)CCN(Cc2ccc3cccc(F)c3n2)CC1 | -0.1 | 1 | -5.5 | 0.4 | -4 | 14 | -4 | -1.1 | -1
O=C(CSc1ccc(-c2ccco2)nn1)NCCc1ccccc1 | -0.2 | 5 | -4.8 | -1.1 | -3 | nt | 0 | 0.3 | -1
Cc1cccc(OCCCC(=O)Nc2ccc(S(N)(=O)=O)cc2)c1 | 0.7 | -2 | -5.1 | -7.7 | -6 | 0.0 | -1 | 0.2 | -10
Cc1cc(OCCN2CCCC2)ccc1[N+](=O)[O-] | -0.6 | -1 | -1.5 | -2.2 | 4 | -0.3 | -8 | 0.1 | 1
O=C(COC(=O)c1ccccn1)NCCc1ccc(Cl)cc1 | -0.4 | 3 | -2.1 | -3.1 | 9 | nt | -1 | -0.3 | -2

Entries of single compounds from above. Values in the order: BoNT A protease	Mtb FBA inh	FadD28 binding	Mtb UGM inh	GDH-TPI inh	BioA inh	BoNT-F LC inh	PfHsp40 yeast	Anthrax LF prot
O=C(CSc1ccc(-c2ccco2)nn1)NCCc1ccccc1 in the list: -0.2	5	-4.8	-1.1	-3	nt	0	0.3	-1
Cc1cccc(C2c3[nH]c4ccccc4c3CCN2C(=O)c2cc(CC(C)C)nc(C)n2)n1 (stereo unspecified) in the list: -0.4	-1	-5.3	1.2	4	nt	-2	1.4	-7
O=C(CC1CC2CCC1C2)N1CCN(S(=O)(=O)c2ccc(F)cc2)CC1 (stereo unspecified) in the list: 0.1	-2	-2.2	nt	6	-0.7	1	nt	2
CN(Cc1ccco1)c1ncnc2ccc(-c3ccc4c(c3)OCO4)cc12 in the list: -0.7	-1	-1.3	0.2	3	1.8	-6	0.5	4
Cc1cc(OCCN2CCCC2)ccc1[N+](=O)[O-] in the list: -0.6	-1	-1.5	-2.2	4	-0.3	-8	0.1	1

(more compounds)
SMILES | BoNT A protease | Mtb FBA inh | FadD28 binding | Mtb UGM inh | GDH-TPI inh | BioA inh | BoNT-F LC inh | PfHsp40 yeast | Anthrax LF prot
Cc1c(C(=O)N2CCCCC2)c(S(=O)(=O)N2CCc3ccccc32)c(C)n1C | 0.6 | 0 | -0.8 | 1.0 | -2 | -0.1 | 1 | -0.8 | -1
O=C(COc1ccccc1[N+](=O)[O-])OCCCOC(=O)COc1ccccc1[N+](=O)[O-] | -1.2 | 0 | -0.7 | 2.2 | 21 | -0.5 | 2 | -0.2 | -2
Cn1cnc2cc(OC(=O)c3ccccc3)ccc21 | 0.3 | -2 | -0.6 | -1.2 | 6 | -1.0 | -2 | -0.6 | -2
O=C(Oc1ccc(Br)cc1C(=S)N1CCOCC1)c1ccc(F)cc1 | 2.3 | 2 | -3.4 | 0.8 | 1 | -0.2 | 8 | -2.4 | 1
COc1ccccc1NC(=O)NC1(C(=O)N2CCN(C)CC2)CCCCC1 | -4.9 | 1 | -0.5 | 2.3 | -7 | nt | -3 | -0.6 | -4
COc1ccc2c(c1)c(CC(=O)OCC(=O)N(C)C)c(C)n2C(=O)c1ccc(Cl)cc1 | 0.4 | 0 | -5.1 | -1.8 | 2 | 9.8 | 7 | 0.2 | 1
COc1cc(NC(=S)NCCc2ccccc2)c(OC)cc1NC(=O)C(C)C | -0.5 | 1 | 1.6 | 0.4 | 2 | 1.1 | -6 | -2.1 | -1
Cc1ccc(/C=C2\Oc3cc(OCC(=O)NN)ccc3C2=O)o1 | 3.5 | -3 | 0.2 | 2.1 | 21 | -2.1 | 6 | 0.1 | -6
NC1=NC[C@H](c2ccccc2)N1CCc1cc(C(F)(F)F)cc(C(F)(F)F)c1 | -0.4 | 4 | -5.4 | 1.9 | 7 | 6.3 | -15 | ? | -8
CC(C)CC(=O)Nc1cc2nn(-c3ccccc3)nc2cc1Cl | 0.3 | 3 | -0.6 | 1.0 | 5 | -1.1 | 3 | -0.5 | -5
Cc1ccc(C(=O)Nc2ccccc2)cc1S(=O)(=O)Nc1ccc(Cl)cn1 | -0.1 | 0 | -4.2 | 2.1 | -8 | nt | -5 | 1.2 | -10
NC(=O)CC1C(=O)N(c2ccc(Cl)cc2)C(=S)N1NC(=O)c1cccc(F)c1 (stereo unspecified) | -3.0 | -3 | -3.1 | 2.9 | -3 | 0.4 | -12 | -4.4 | 12
O=C(CN1C(=O)c2cccc3cccc1c23)Nc1ccccc1 | -0.2 | 1 | -4.5 | 0.8 | -5 | nt | -4 | 0.3 | 1
COc1ccc2oc(=O)c(C(=O)N3CCN(c4ccc(F)cc4)CC3)cc2c1 | -0.3 | 1 | -1.8 | 1.1 | 6 | -1.3 | -6 | 0.1 | -3
O=C(O)Cc1sc(NCc2ccco2)nc1-c1ccccc1 | 1.1 | 0 | -0.1 | -0.5 | 15 | -6.1 | -5 | -0.3 | -11
Cc1ccc(SCC(=O)Nc2cc([N+](=O)[O-])ccc2O)cc1 | 0.3 | -9 | 0.7 | -1.3 | 2 | nt | -6 | -1.0 | -4
COCCCN(C(=O)Cc1ccc(S(=O)(=O)N2CCOCC2)s1)c1c(N)n(Cc2ccccc2)c(=O)[nH]c1=O | -0.4 | 2 | -2.0 | nt | -7 | -3.1 | 6 | -0.3 | 4
COc1cc(COc2ccc3c(C)c(Cc4ccccc4)c(=O)oc3c2C)cc(OC)c1OC | 0.1 | 0 | -2.9 | 2.3 | 14 | -1.4 | ? | 2.1 | -9
